HIV fusion peptide = inhibitors of HIV fusion peptide binding, primary screen, biochemical, uHTS, fluorescence dequenching (AID 1986); cell-free peptide binding, fluorescence dequenching, 30 min; higher % means a stronger effect; actives 0.3% (n = 290,000); inhibition, % at 20 µM, or IC50 in µM where a hit was titrated; in the data active = inhibition mostly above about 52%, no sharp cut-off; inactive = mostly below about 76%; also: some results filed as inactive read as strong as hits
KOR beta-arrestin-1 = KOR antagonists, beta-arrestin recruitment, cell-based, luminescence, uHTS (AID 1778). Kappa-type opioid receptor (Homo sapiens). KOR beta-arrestin recruitment, luminescence, antagonist mode; higher % means a stronger effect. inhibition, % at 10 µM, or IC50 in µM where a hit was titrated. actives 0.091% (n = 290,000); in the data active = inhibition above about 50%; also: strong numbers were not always called active
GPR55 LPI antagonism = GPR55 antagonists blocking LPI-driven arrestin recruitment, primary screen, imaging, U2OS, beta-arrestin-GFP, LPI agonist (AID 2013); actives 0.13% (n = 290,000); U2OS GPR55 beta-arrestin-GFP translocation imaging, LPI antagonism; higher % means a stronger effect; inhibition, % at 10 µM; hits with a dose series show IC50 in µM;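 active = spots per cell inhibited over 60%, with over 100 cells counted and total cytoplasm intensity under 500,000; inconclusive = wells with under 100 cells, flagged as likely toxic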;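 also: U2OS cells stably carrying GPR55 and arrestin-GFP stimulated by 5 µM LPI near EC80; imaged beta-arrestin-GFP aggregate spots per cell after agonist stimulation; plate controls were LPI-stimulated DMSO wells for no effect and DMSO wells without LPI for full effect; some results filed as inactive read as strong as hits; confirmed hits need IC50 under 10 µM and bright autofluorescent wells are also inconclusive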
GPR55 activation = GPR55 agonists via beta-arrestin recruitment, primary screen, imaging, U2OS cells, beta-arrestin-GFP redistribution (AID 1961); G-protein coupled receptor 55 (Homo sapiens); U2OS GPR55 beta-arrestin-GFP redistribution imaging; higher % means a stronger effect; activation, % at 10 µM; hits with a dose series show EC50 in µM; actives 0.048% (n = 290,000);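 active = activation above 40% with more than 50 cells counted in the well; inconclusive = wells holding fewer than 50 cells, flagged as toxic or sparse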;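 also: U2OS osteosarcoma cells stably expressing GPR55 and beta-arrestin-GFP; plate controls were DMSO negative control for no effect and LPI positive control for full effect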
NS5 inhibitors = Dengue-2 NS5 methyltransferase inhibitors, primary screen, biochemical, confirmation dose response (AID 588689) | Genome polyprotein (Dengue virus type 2 (strain 16681-PDK53)) | actives 0.3% (n = 340,000) | inhibition, % at 25 µM, or IC50 in µM where a hit was titrated | Dengue-2 NS5 methyltransferase capping enzyme assay, biochemical; higher % means a stronger effect; in the data active = a potency from the dose series; inconclusive = inhibition above about 29% without an active follow-up result
NOD1 NF-kB reporter = NOD1 signaling inhibitors, primary screen, cell-based, luminescence, uHTS (AID 1578) | NOD1-driven NF-kB luciferase reporter cells, luminescence; higher % means a stronger effect | inhibition, % at 4 µM, or EC50 in µM where a hit was titrated | actives 1% (n = 290,000); in the data active = inhibition mostly above about 36%, no sharp cut-off; inactive = mostly below about 34%;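 also: HEK-293T reporter cells stimulated with the NOD1 agonist gamma-tri-DAP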
West Nile virus CPE = West Nile virus antiviral activity, cell-based, CPE readout (AID 1621); West Nile virus-infected cells, CPE inhibition; higher % means a stronger effect; one-dose CPE inhibition, % at 10 µM; IC50 in µM for titrated hits; actives 0.02% (n = 290,000); in the data active = a potency from the dose series; inconclusive = CPE inhibition mostly from about 3.7% at the one dose, without a potency; inactive = the rest, 99 in 100 with CPE inhibition below about 2.2%; also: strong numbers were not always called active
KOR beta-arrestin-2 = KOR agonists, beta-arrestin recruitment, primary screen, cell-based, luminescence, uHTS (AID 1777). actives 0.02% (n = 280,000). Kappa-type opioid receptor (Homo sapiens). activation, % at 10 µM; hits with a dose series show EC50 in µM. KOR beta-arrestin recruitment, luminescence; higher % means a stronger effect; in the data active = activation above about 50%, passing the limit was not always enough; also: a part of the inactive calls stands beside numbers as strong as those of hits
GPR35 arrestin U2OS = GPR35 antagonists blocking zaprinast-driven arrestin recruitment, primary screen, imaging, U2OS, beta-arrestin-GFP, zaprinast agonist (AID 2058). G-protein coupled receptor 35 (Homo sapiens). U2OS GPR35 beta-arrestin-GFP translocation imaging, zaprinast antagonism; higher % means a stronger effect. inhibition, % at 10 µM, or IC50 in µM where a hit was titrated. actives 0.052% (n = 290,000);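 active = inhibition of at least 50% with at least 30 cells and total cytoplasm GFP at most 10,000,000; inconclusive = under 30 cells or total GFP of 10,000,000 plus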
Active calls of the source: *; ? = inconclusive; nt = no result given; [ ] = another dose, or the depositor's remark.

Each structure is followed by: HIV fusion peptide	KOR beta-arrestin-1	GPR55 LPI antagonism	GPR55 activation	NS5 inhibitors	NOD1 NF-kB reporter	West Nile virus CPE	KOR beta-arrestin-2	GPR35 arrestin U2OS
1. CCN(CC(=O)NCc1ccc(Cl)cc1)C(=O)CNS(=O)(=O)c1ccc(NC(C)=O)cc1
  -0.2%	7%	-9%	0.0%	-6%	1%	-0.2%	0.6%	-15%
2. Cc1noc(C)c1CN1C(=O)c2ccccc2C1=O
  -1.0%	26%	2%	-0.1%	-2%	8%	-0.1%	-2.2%	-1%
3. COc1cccc(C(=O)NCc2ccc3c(c2)cc(C)n3C)c1
  6.4%	-39%	-6%	-0.6%	?	-29%	-0.5%	-3.3%	-11%
4. Cc1nc(-c2ccccc2)sc1-c1nnc(C2CC2)o1
  1.8%	3%	14%	1.0%	-5%	-7%	0.2%	1.0%	11%
5. Cc1ccc(NS(=O)(=O)c2cccc([N+](=O)[O-])c2)nc1
  -0.8%	24%	8%	0.2%	2%	-21%	-0.1%	-1.7%	-7%
6. O=C(NNS(=O)(=O)c1ccccc1Cl)c1nn(-c2ccc(F)cc2)ccc1=O
  -0.9%	-18%	5%	-0.2%	2%	-8%	-0.2%	2.5%	-7%
7. CCc1ccc(-c2cc(C)no2)cc1S(=O)(=O)Nc1cccc(CN2CCCC2)c1
  1.2%	7%	18%	-0.1%	-14%	-26%	0.8%	0.1%	-3%
8. Cc1cc(C)cc(NC(=O)[C@H](Cc2c[nH]c3ccccc23)NC(=O)[C@@H]2Cc3ccccc3CN2)c1
  2.8%	5%[20 µM]	-17%	-0.1%	-6%	0%	-1.2%	-6.4%	-18%
9. O=C(CN1CCN(S(=O)(=O)c2ccc(Br)cc2)CC1)N/N=C/c1cccs1
  -1.3%	-10%	8%	0.1%	-1%	0%	nt	-1.1%	-1%
10. Clc1ccc(CSc2ncnc3nc[nH]c23)cc1
  0.7%	4%	3%	-0.2%	0%	-9%	-0.4%	0.0%	-7%
11. COc1ccccc1N/C(=N/c1nc(C)cc(C)n1)NC(C)=O
  -0.6%	-29%	6%	-0.1%	nt	-20%	0.6%	3.0%	31%
12. COc1ccc(OC)c(S(=O)(=O)Nc2ccc(Oc3ccccc3)cc2)c1
  35%	-3%	14%	-0.3%	-6%	39%	1.5%	-1.1%	5%
13. COc1ccccc1C(=O)Nc1ccnn1C1CCN(C(=O)c2cnsn2)CC1
  1.6%	-28%	13%	-0.1%	1%	-15%	0.1%	3.9%	6%
14. CCc1ccccc1NC(=O)CN1CCC(NC(=O)COC)CC1
  13%	-14%	-7%	0.1%	-8%	0%	0.3%	0.5%	9%
15. CC(=O)Nc1ccc(OC(=O)c2cc([N+](=O)[O-])ccc2Cl)cc1
  -3.0%	-10%	4%	-0.1%	-6%	8%	1.1%	-0.6%	18%
16. CCOC(=O)Nc1ccc2c(c1)nc(CN1CCCCC1)n2C
  -0.8%	34%[20 µM]	-3%	0.2%	-1%	-34%	-0.3%	-3.2%	0%
17. Cc1c(NC(=O)CSc2ccc(Cl)cc2)cccc1-c1nc2cc(Cl)ccc2o1
  1.9%	24%	4%	-0.2%	2%	-50%	-0.8%	1.6%	-3%
18. CCn1ncc(Br)c1C(=O)Nc1ccc(F)c([N+](=O)[O-])c1
  2.2%	30%	25%	0.6%	2%	-17%	-0.1%	-0.5%	7%
19. CC(C)C[C@H](CO)Nc1nc(N(C)c2cccc(Cl)c2)c2ncn(C(C)C)c2n1
  -1.3%	9%	1%	-0.1%	7%	2%	1.2%	-4.5%	24%
20. CN(CC(=O)NCc1ccccc1Cl)CC(=O)Nc1cccc(F)c1
  2.2%	-10%	-2%	-0.2%	-5%	-3%	-0.8%	-1.6%	-8%
21. COc1cc(NC(=O)C2CCCCN2)ccc1OCC(C)C (stereo unspecified)
  0.8%	18%	4%	0.2%	-1%	-19%	-0.2%	-1.1%	-5%
22. O=C(Nc1ccccc1N1CCOCC1)c1cccnc1
  -0.2%	15%	5%	-0.4%	-4%	-18%	0.3%	-5.1%	-12%
23. CC(C)c1ccc(NC(=O)/C(C#N)=C/c2ccncc2)cc1
  -0.9%	16%	1%	2.4%	-24%	-22%	1.2%	-2.9%	-8%
24. Cc1cccc(N(CC(=O)Nc2ccc(-c3nc4ccc(C)cc4s3)cc2)S(C)(=O)=O)c1
  -0.1%	8%	14%	-0.1%	-1%	-38%	0.1%	9.4%	10%
25. Cc1ccc2c(c1)COc1c3ccc(C(=O)O)cc3nn1-2
  2.3%	-23%[20 µM]	-6%	0.2%	-7%	14%	0.1%	-3.9%	-6%
26. COc1ccc(CNC(=O)CNC(=O)c2cccs2)c(OC)c1
  -0.4%	-10%	11%	-0.1%	-9%	-25%	0.3%	-3.8%	16%
27. CCc1ccccc1NC(=O)C1CCCN(c2ncnc3onc(-c4ccc(F)cc4)c23)C1 (stereo unspecified)
  -0.2%	-10%	13%	-0.1%	-5%	-26%	-0.7%	-0.6%	-2%
28. CCOC(=O)N1CCC(NC(=O)C2CCN(S(=O)(=O)c3cnc[nH]3)CC2)CC1
  0.4%	-25%	2%	-0.1%	-2%	-12%	0.5%	-1.6%	-1%
29. COCCCn1c(SCC(=O)N2CCCC(C)C2)nnc1-c1ccco1 (stereo unspecified)
  0.8%	12%	5%	-0.1%	-2%	-14%	nt	-5.5%	11%
30. Cc1cc(NC(=O)CN2C(=O)/C(=C/c3cccc(Br)c3)SC2=S)no1
  3.8%	-3%	-15%	0.0%	?	-35%	-0.7%	-3.8%	8%

(continued)
Each structure is followed by: HIV fusion peptide	KOR beta-arrestin-1	GPR55 LPI antagonism	GPR55 activation	NS5 inhibitors	NOD1 NF-kB reporter	West Nile virus CPE	KOR beta-arrestin-2	GPR35 arrestin U2OS
31. CC(C)(C)NC(=O)CCN(/N=C/c1ccccc1O)C1=NS(=O)(=O)c2ccccc21
  -2.6%	16%	8%	0.0%	-2%	3%	-1.1%	-4.7%	-4%
32. COc1ccc(N2CC(C(=O)NC3CC(C)(C)NC(C)(C)C3)CC2=O)cc1 (stereo unspecified)
  2.7%	9%	-6%	-0.1%	26%	-16%	-0.3%	1.4%	9%
33. CC(=O)c1ccc(N(C)C)cc1
  -3.0%	4%	8%	-0.1%	-10%	-17%	0.1%	0.5%	-12%
34. O=C(COc1ccccc1C(=O)NCC1CCCO1)Nc1ccc(Cl)cc1Cl (stereo unspecified)
  -1.2%	-17%[20 µM]	4%	0.1%	2%	-38%	-1.2%	1.5%	4%
35. Cc1c(CC(=O)NCCCC(=O)O)c(=O)oc2cc3oc4c(c3cc12)CCCC4
  1.2%	6%	15%	-0.1%	-2%	-1%	0.0%	-2.4%	29%
36. Clc1ccccc1Nc1ncnc2c1nnn2Cc1ccccc1
  -0.1%	31%	2%	-0.1%	-5%	-7%	0.0%	4.6%	-20%
37. O=C(NCc1cnn(-c2ccccc2)c1)C1CCC(=O)N(C2CC2)C1 (stereo unspecified)
  2.2%	8%	20%	0.0%	-7%	-36%	-0.9%	-3.4%	-4%
38. Cc1cc2cc(C(c3nnnn3Cc3ccco3)N3CCCCC3)c(=O)[nH]c2cc1C (stereo unspecified)
  18%	-4%	4%	0.0%	-2%	-6%	1.8%	1.1%	-2%
39. CC(=O)N(C)c1ccc(OCC(O)Cn2c(C)nc3ccccc32)cc1 (stereo unspecified)
  -0.1%	-17%	-10%	0.6%	-4%	-14%	-1.6%	-2.3%	-9%
40. c1cnc2ccc(C(c3nnnn3C3CCCC3)N3CCSCC3)cc2c1 (stereo unspecified)
  -1.8%	-31%	6%	0.6%	0%	9%	-0.7%	-2.9%	10%
41. Cc1cc(=O)oc(C)c1C(=O)Nc1ccc2nsnc2c1
  -0.3%	-7%	0%	0.3%	11%	6%	-0.1%	-2.5%	6%
42. Cc1nc2ccccn2c1C(=O)NCc1ccc2c(c1)OCO2
  0.1%	-11%	-8%	-0.1%	-4%	4%	?	-4.0%	-6%
43. COc1ccc(CNC(=O)COc2cc3c(c4oc(=O)cc(C)c24)CCC(C)(C)O3)cc1OC
  1.1%	13%[20 µM]	10%	0.2%	-12%	2%	0.4%	-0.6%	0%
44. Cc1nc2ccccc2c(=O)n1/N=C/c1ccc(C(C)C)cc1
  -1.0%	-33%	-9%	0.0%	-5%	-11%	0.6%	0.9%	-6%
45. CCOc1ccc(N2C(=O)S/C(=C\c3ccc(O)c(OCC)c3)C2=O)cc1
  -2.6%	38%	-11%	-0.1%	-25%	-1%	-0.1%	-3.0%	-10%
46. CNC(=O)Cn1ncc2c3ccccc3n(C)c2c1=O
  1.9%	5%	2%	-0.1%	1%	-5%	-0.4%	-1.9%	1%
47. CCCCCN1CC(O)=C(c2nc(-c3ccc(Cl)cc3)cs2)C1=N
  -2.3%	-24%	-6%	-0.1%	-3%	7%	0.3%	5.8%	-5%
48. Cn1c(Cn2c(=O)sc3ccccc32)nnc1SCC(=O)NC1CCCCC1
  -2.3%	25%	7%	-0.1%	0%	-28%	-0.1%	3.4%	1%
49. COc1ccc(C2=C(Nc3ccccc3)c3ccccc3C2=O)cc1
  -1.6%	46%	-4%	-0.3%	3%	-18%	-0.9%	-3.8%	8%
50. COc1ccc2cc(Br)ccc2c1CC(=O)NC(C)C
  2.2%	-43%[20 µM]	13%	-0.1%	-2%	-2%	-0.8%	nt	11%
51. O=C(N/N=C/c1ccc(O)cc1)Nc1cccc2nsnc12
  -1.7%	-24%	-3%	-0.2%	-4%	22%	?	-1.5%	16%
52. CC(OC(=O)c1ccc(NS(=O)(=O)c2ccc3[nH]c(=O)[nH]c3c2)cc1)C(N)=O (stereo unspecified)
  -0.2%	-7%	8%	0.3%	-2%	-26%	0.1%	-0.4%	-2%
53. CN1C(=O)C(O)(CC(=O)c2ccccc2O)c2cc(Br)ccc21 (stereo unspecified)
  1.4%	-116%	-14%	0.4%	-10%	-29%	0.5%	3.7%	-2%
54. O=C(COc1ccc(-c2ccccc2)cc1)NN=C1CCCC1
  -0.6%	4%	1%	-0.2%	-5%	-26%	0.6%	-8.0%	0%
55. O=C(NCc1ccco1)c1ccc(C(=O)NCc2ccco2)s1
  2.9%	-8%	-10%	0.0%	-2%	6%	0.2%	-1.7%	-7%
56. COC(=O)c1cc(S(=O)(=O)NCC2CCN(CCc3ccc(OC)cc3)CC2)c[nH]1
  -0.2%	10%	4%	-0.1%	-4%	-15%	-0.1%	-1.0%	18%
57. Brc1ccc(-c2csc(N/N=C/c3cccnc3)n2)cc1
  -2.3%	-33%	4%	-0.2%	-1%	-34%	-0.5%	0.2%	0%

Screens deposited in PubChem by several laboratories.

An excerpt; count on the stated rates, not on these rows.
